Bioassay records from PubChem BioAssay.
MT1-MMP act inh = blockers of MT1-MMP proenzyme processing, primary screen, HT1080 RFP-PRO-GFP cells, GFP/RFP fluorescence; AID 651647, 2012; GFP/RFP ratio change, % at 20 µM; GFP/RFP ratio fluorescence, overnight; percent of plate control window, DMSO zero; 0.061% of 360,000 active;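 active = GFP/RFP ratio change of at least 30% with cell ATP level not reduced by more than half and red fluorescence within 50% of control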; also: strong numbers were not always called active
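Assay system – RFP-PRO-GFP reporter HT1080 cells · Compound dosing – single dose of 20 µM compound, 1% DMSO final · Incubation – overnight compound exposure at 37 °C · Measure – GFP/RFP fluorescence ratio · Benchmarks – DMSO wells and RFP-L50D-GFP cells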
bovine MsrA act = bovine MsrA enzyme activators, primary screen, biochemical, absorbance, HTS | 0.3% of 360,000 active | activation, % at 10.6 µM | purified bovine MsrA, absorbance read-out | Methionine sulfoxide reductase A (Bos taurus); in the data active = activation above about 7.5%;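 also: 0% = vehicle and 100% = reference activator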
CendR NRP1 mod = modulators of CendR peptide binding to NRP-1, primary screen, biochemical, fluorescence polarization, uHTS | Neuropilin-1 (Homo sapiens), O14786 | FAM-RPARPAR peptide binding to NRP-1 | inhibition, % at 25 µM | 0.85% of 360,000 active;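 active = inhibition or corrected inhibition above about 18%, plus a signal ratio from 0.5 to 1.5, limit read from the data, passing the limit was not always enough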; also: strong numbers were not always called active
Target sequence (O14786 whole entry, looked up): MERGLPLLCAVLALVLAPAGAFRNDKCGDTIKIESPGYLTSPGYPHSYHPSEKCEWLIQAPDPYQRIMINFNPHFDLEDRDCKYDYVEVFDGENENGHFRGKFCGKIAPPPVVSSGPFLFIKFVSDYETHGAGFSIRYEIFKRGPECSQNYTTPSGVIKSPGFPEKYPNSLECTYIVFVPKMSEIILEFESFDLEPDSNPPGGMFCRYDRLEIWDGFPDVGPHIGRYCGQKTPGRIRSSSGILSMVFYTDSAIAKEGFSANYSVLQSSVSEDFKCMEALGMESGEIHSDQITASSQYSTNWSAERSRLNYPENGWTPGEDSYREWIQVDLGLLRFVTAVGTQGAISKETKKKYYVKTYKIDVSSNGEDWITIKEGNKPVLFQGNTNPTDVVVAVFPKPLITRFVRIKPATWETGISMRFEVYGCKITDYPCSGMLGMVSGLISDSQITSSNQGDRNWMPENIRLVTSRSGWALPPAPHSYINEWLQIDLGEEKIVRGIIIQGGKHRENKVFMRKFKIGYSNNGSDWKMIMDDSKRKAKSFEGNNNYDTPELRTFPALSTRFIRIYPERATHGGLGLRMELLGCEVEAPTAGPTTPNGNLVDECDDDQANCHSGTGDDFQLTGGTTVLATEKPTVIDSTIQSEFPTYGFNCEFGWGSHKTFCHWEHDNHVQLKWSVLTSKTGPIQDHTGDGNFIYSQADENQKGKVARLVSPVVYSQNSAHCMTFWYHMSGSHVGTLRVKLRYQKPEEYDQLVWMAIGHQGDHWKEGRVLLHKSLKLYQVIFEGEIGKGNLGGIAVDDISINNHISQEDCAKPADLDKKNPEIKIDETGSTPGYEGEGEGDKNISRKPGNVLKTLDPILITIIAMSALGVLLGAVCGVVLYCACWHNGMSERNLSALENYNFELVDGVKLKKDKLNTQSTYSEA
MsrA inh = bovine MsrA enzyme inhibitors, primary screen, biochemical, absorbance, HTS; Methionine sulfoxide reductase A (Bos taurus); purified bovine MsrA, absorbance read-out; inhibition, % at 15.5 µM; 0.75% of 360,000 active; AID 651718, 2012; in the data active = inhibition above about 4.5%;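 also: 0% = vehicle wells with enzyme and 100% = reference inhibitor wells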
Rin1-Abl PPI inh = inhibitors of Rin1-Abl protein binding, primary screen, biochemical, TR-FRET; inhibition, % at 7.35 µM; 0.4% of 360,000 active; in the data active = inhibition above about 5%, passing the limit was not always enough
FAS-TE inh = FAS thioesterase domain inhibitors, primary screen, biochemical, fluorescence intensity, uHTS; Fatty acid synthase (Homo sapiens), P49327; recombinant FAS-TE, OMFH fluorogenic substrate, fluorescence endpoint; inhibition, % at 15 µM; 0.67% of 360,000 active; AID 602261, 2012;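 active = compounds whose normalised, plate-corrected inhibition of enzyme fluorescence in the single-dose primary screen is 50% or more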;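 also: 0% = DMSO with enzyme and 100% = substrate without enzyme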
SKN-1 inh = suppressors of acrylamide-induced Pgst-4::GFP reporter in worms, primary screen, SKN-1 inhibitor project, whole organism, uHTS, GFP/RFP fluorescence ratio, strain VP596; C. elegans VP596 Pgst-4::GFP/RFP ratio, 24 h; inhibition, % at 21.8 µM; 0.49% of 360,000 active; AID 624304, 2012;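 active = interference check ratio from 0.5 to 1.5 plus GFP to RFP signal ratio inhibition reaching or exceeding a fixed threshold, cut at about 30% in these data, passing the limit was not always enough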; also: some compounds called inactive have numbers as strong as hits
E coli Lon inh = inhibitors of E. coli Lon protease, primary screen, biochemical, fluorescence polarization; 0.42% of 360,000 active; P0A9M0; AID 602123, 2011; purified E. coli Lon protease; inhibition, % at 7.94 µM; in the data active = inhibition above about 13%, passing the limit was not always enough;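 also: 0% = enzyme with probe and DMSO and 100% = no enzyme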
Neddylation inh = inhibitors of cullin neddylation, primary screen, biochemical, TR-FRET, uHTS, NAE and Ubc12; NEDD8-conjugating enzyme Ubc12 (Homo sapiens) + NEDD8-activating enzyme E1 regulatory …; calls only at 25 µM; 0.58% of 360,000 active; AID 651699, 2012; in the data active = inhibition above about 36%
An asterisk follows results filed as active; i = inactive; nt = no result given; + = active, no number.

Screens by letter: A = MT1-MMP act inh; B = bovine MsrA act; C = CendR NRP1 mod; D = MsrA inh; E = Rin1-Abl PPI inh; F = FAS-TE inh; G = SKN-1 inh; H = E coli Lon inh; I = Neddylation inh
NS(=O)(=O)c1ccc(NNC(=O)c2sccc2Cl)cc1
  A: -2	B: -1	C: 4	D: 0.5	E: -2	F: -5	G: 10	H: -2	I: i

CCCC(=O)Nc1ccc(C(=O)n2ccc(C)n2)cc1
  A: -2	B: 0	C: 9	D: 0.9	E: -1	F: -3	G: -4	H: -8	I: i

O=C(O)CCCC(=O)NCCCc1ccccc1
  A: 2	B: -3	C: 13	D: 0.1	E: -1	F: -3	G: 2	H: -12	I: i

O=C(c1ccoc1)N1CCN(c2cc(-c3cccc(F)c3)nc3cc(-c4cccc(Cl)c4)nn23)CC1
  A: 7	B: -11	C: -7	D: 1.6	E: 0	F: 22	G: -17	H: 0	I: i

COCc1cc(=O)n2[nH]c(C)nc2n1
  A: -3	B: -9	C: -1	D: -0.5	E: 2	F: -8	G: 3	H: -3	I: i

O=C1[C@@H](Oc2ccccc2)[C@@H](c2ccncc2)N1c1ccncc1
  A: 5	B: -1	C: -6	D: -0.9	E: -2	F: -3	G: 11	H: 6	I: i

CCCCN(C=O)c1c(CC)nc2ccc(C(=O)NCCCN3CCCC3=O)cn12
  A: 3	B: 2	C: -4	D: 1.0	E: 1	F: -9	G: 6	H: 3	I: i

C#CCOCCOCCOCCNc1nc(N2CCN(C(=O)C([C@@H](C)CC)n3cc(C(N)CC(C)C)nn3)CC2)nc(N2CCN(C(=O)[C@H](CCC(=O)O)n3cc(C(N)[C@H](C)CC)nn3)CC2)n1 (some centres not stated)
  A: -2	B: -1	C: -5	D: -0.3	E: -3	F: -11	G: 28	H: -1	I: i

COc1ccccc1NC(=O)c1ccc2c(c1)OCO2
  A: -3	B: -1	C: -6	D: -0.3	E: 1	F: -3	G: -7	H: -3	I: i

COc1ccc(S(=O)(=O)N2CCN(C(=O)CN3C(=O)NC(C)(C)C3=O)CC2)cc1
  A: 0	B: -2	C: 4	D: -1.1	E: 1	F: -1	G: -10	H: 2	I: i

Cc1ccc(-c2cc(C(=O)N3CCCC3)c3ccccc3n2)s1
  A: 1	B: -4	C: -6	D: 2.8	E: -1	F: 1	G: 4	H: -2	I: nt

Cc1ccc(NC(=S)NC(=O)CC2CC(C)(C)OC2=O)cc1 (configuration not stated)
  A: -3	B: 2	C: -2	D: 0.1	E: -3	F: -6	G: -3	H: -1	I: i

COc1ccccc1-c1nc(-c2ccc(Br)cc2)no1
  A: 3	B: -4	C: -2	D: -0.8	E: -2	F: 17	G: 11	H: -4	I: i

Cc1ccc(/C=N/NC(=O)C2COc3ccccc3O2)s1 (configuration not stated)
  A: -1	B: -3	C: 8	D: 3.6	E: -2	F: -3	G: -7	H: 0	I: i

CCOc1ccccc1NC(=O)N1CCCC1C(=O)NCc1ccco1 (configuration not stated)
  A: 0	B: -9	C: -1	D: -0.4	E: 0	F: -6	G: 1	H: 3	I: i

COC(=O)C[C@@H]1C[C@@H]2c3cc(NS(=O)(=O)c4ccccc4)ccc3O[C@@H]2[C@@H](CO)O1
  A: 1	B: -2	C: -4	D: -0.1	E: -4	F: -6	G: 9	H: 1	I: i

O=C(COC(=O)CNC(=O)c1ccc(Cl)cc1Cl)Nc1ccc(N2CCOCC2)cc1
  A: 1	B: -3	C: -2	D: 1.1	E: -1	F: -1	G: 8	H: 6	I: i

O=C1CCN(C2CCN(Cc3nc(Cc4ccccc4F)no3)CC2)CCN1
  A: -1	B: -4	C: -4	D: 0.8	E: 2	F: -6	G: -2	H: -5	I: i

Cc1nccc(-c2cccc(NC(=O)Nc3ccc(Cl)cc3)c2)n1
  A: 4	B: -4	C: 0	D: 2.8	E: -1	F: -2	G: 3	H: -1	I: i

Cc1nnc(SCCC(=O)Nc2ccc(Cl)cc2)o1
  A: -3	B: -7	C: -115	D: 0.8	E: 3	F: 1	G: 9	H: -2	I: i

COC(=O)C1=C(CCc2ccccc2)NC(=O)NC1c1ccc(C#N)cc1 (configuration not stated)
  A: 0	B: 0	C: 14	D: -0.9	E: 3	F: -1	G: 3	H: -3	I: i

CCn1c(=O)n(CC(=O)NCC2CCCO2)c(=O)c2c3c(sc21)CCCC3 (configuration not stated)
  A: 1	B: -3	C: 0	D: -0.6	E: -1	F: -3	G: 11	H: -9	I: i

Cc1ccccc1C(=O)N1CCC(C(=O)OCc2ccccc2Cl)CC1
  A: -2	B: -2	C: 15	D: 1.2	E: 0	F: 14	G: -16	H: -4	I: i

Cc1ccc(CNC(=O)c2ccc(N3CCC4(CC3)CC(c3cccc(Br)c3)=NO4)c([N+](=O)[O-])c2)cc1
  A: 7	B: -6	C: -7	D: 2.4	E: 4	F: 27	G: 19	H: 11	I: i

Cc1ccc(O)c(NC(=O)c2ccccc2-c2ccccc2C(=O)O)c1
  A: -2	B: -4	C: 15	D: 1.1	E: -2	F: -5	G: 5	H: 0	I: i

O=c1c2cnn(-c3ccccc3)c2ncn1Cc1ccccc1
  A: 2	B: -3	C: 9	D: -1.4	E: 1	F: 3	G: -8	H: -5	I: i

Cc1ccc(-c2noc(=O)n2CC(=O)c2ccc(Cl)cc2)cc1
  A: -3	B: -3	C: -4	D: 1.0	E: 0	F: 23	G: -4	H: 2	I: i

Cc1ccc2nc(SCC(=O)c3ccc(Cl)s3)[nH]c2c1
  A: -15	B: -2	C: -7	D: 0.3	E: 0	F: 8	G: 18	H: -17	I: i

Cc1ccc(Cl)cc1NC(=O)N[C@@H](CC(C)C)C(=O)O
  A: 3	B: -2	C: 2	D: -0.7	E: -1	F: -3	G: -3	H: 2	I: i

Cc1noc(C)c1C(=O)NCCc1ccc(Cl)cc1
  A: -4	B: -10	C: 1	D: nt	E: -2	F: -6	G: 12	H: -5	I: i

Entries of single compounds as entered above:
`Cc1ccc(/C=N/NC(=O)C2COc3ccccc3O2)s1` (configuration not stated) is listed as MT1-MMP act inh = -1; bovine MsrA act = -3; CendR NRP1 mod = 8; MsrA inh = 3.6; Rin1-Abl PPI inh = -2; FAS-TE inh = -3; SKN-1 inh = -7; E coli Lon inh = 0; Neddylation inh = i
`CCOc1ccccc1NC(=O)N1CCCC1C(=O)NCc1ccco1` (configuration not stated) is listed as MT1-MMP act inh = 0; bovine MsrA act = -9; CendR NRP1 mod = -1; MsrA inh = -0.4; Rin1-Abl PPI inh = 0; FAS-TE inh = -6; SKN-1 inh = 1; E coli Lon inh = 3; Neddylation inh = i
`CCn1c(=O)n(CC(=O)NCC2CCCO2)c(=O)c2c3c(sc21)CCCC3` (configuration not stated) is listed as MT1-MMP act inh = 1; bovine MsrA act = -3; CendR NRP1 mod = 0; MsrA inh = -0.6; Rin1-Abl PPI inh = -1; FAS-TE inh = -3; SKN-1 inh = 11; E coli Lon inh = -9; Neddylation inh = i

(listing goes on)
Screens by letter: A = MT1-MMP act inh; B = bovine MsrA act; C = CendR NRP1 mod; D = MsrA inh; E = Rin1-Abl PPI inh; F = FAS-TE inh; G = SKN-1 inh; H = E coli Lon inh; I = Neddylation inh
C=CCNC(=S)Nc1ccc2nc(C)oc2c1
  A: 1	B: -9	C: 15	D: 2.4	E: 1	F: -1	G: -6	H: 4	I: i

Cc1cc(C)c(-c2csc(NC(=O)C3=COCCO3)n2)c(C)c1
  A: -23	B: -1	C: -14	D: 1.7	E: -5	F: 9	G: 25	H: 8	I: i

O=C(c1ccc2c(=O)n3c(nc2c1)CCCCC3)N1CCN(c2cccc(Cl)c2)CC1
  A: 4	B: 0	C: -7	D: 0.2	E: 2	F: 42	G: 6	H: 7	I: i

COc1ccc(C(=O)NNC2=NC(C)(C)Cc3ccccc32)cc1
  A: -3	B: -4	C: 0	D: 0.6	E: -1	F: -15	G: -2	H: -11	I: i

COc1ccc(C(C(=O)NCCC(C)C)N(CCO)C(=O)c2snc(C(N)=O)c2N)cc1 (configuration not stated)
  A: 1	B: -2	C: 5	D: -0.1	E: 0	F: -1	G: 14	H: -1	I: i

COc1cccc(CNC(=O)Cc2ccc(NC3=NC4CS(=O)(=O)CC4S3)cc2)c1 (configuration not stated)
  A: 0	B: -2	C: -9	D: 0.4	E: 1	F: -10	G: 1	H: -4	I: i

Cc1ccccc1NC(=O)c1cccnc1
  A: -1	B: 0	C: 5	D: -0.9	E: -1	F: -4	G: 25	H: -7	I: i

Cc1ccc(C2=[N+]([O-])C(C)N(O)C2(C)C)o1 (configuration not stated)
  A: 2	B: -4	C: -1	D: -0.1	E: 1	F: -7	G: 7	H: -9	I: i

CCN1CCN(C(=O)c2ccccc2N(C)S(=O)(=O)c2ccc(C)cc2)CC1
  A: 2	B: -1	C: 0	D: 0.8	E: -3	F: -5	G: -9	H: 1	I: i

O=C(COC(=O)C1COc2ccccc2O1)c1ccccc1 (configuration not stated)
  A: -5	B: -7	C: 6	D: -0.3	E: 1	F: -2	G: -15	H: -3	I: i

CCOc1ccc(NC(=O)CC2SC(N)=NC2=O)c([N+](=O)[O-])c1 (configuration not stated)
  A: 5	B: -2	C: 10	D: 0.3	E: -2	F: -7	G: -2	H: -5	I: i

Cc1ccc2nc3n(c(=O)c2c1)CCC3
  A: 4	B: 0	C: -2	D: 0.7	E: 2	F: -7	G: 9	H: -4	I: i

O=C(CSc1nnc(C2CC2)n1Cc1ccccc1)N1CCNC1=O
  A: -1	B: 0	C: 10	D: 0.4	E: 3	F: -4	G: 21	H: -12	I: i

COc1ccc2c(CC(=O)Nc3ccccc3N3CCOCC3)coc2c1
  A: -1	B: -5	C: -8	D: -1.3	E: -4	F: 2	G: -11	H: -6	I: i

Cc1cccc(N(CC(=O)NCc2ccco2)S(=O)(=O)c2ccccc2)c1
  A: 5	B: 0	C: -18	D: -0.4	E: -1	F: -2	G: -1	H: -2	I: i

Cc1cc(C(=O)CCC(=O)NCC2COc3ccccc3O2)c(C)s1 (configuration not stated)
  A: -2	B: -6	C: -16	D: 1.1	E: -2	F: 2	G: 3	H: 10	I: i

COc1ccc(SC[C@H](Cc2ccccc2)N2CC[C@@H](C(C)(C)C)CCC2=O)cc1
  A: -9	B: -1	C: 5	D: 0.0	E: -3	F: 29	G: 14	H: 3	I: i

O=C(Nc1ccc(-c2ccc([N+](=O)[O-])cc2)cc1)c1ccccc1F
  A: 2	B: 4	C: -2	D: -1.7	E: 3	F: -3	G: 8	H: -7	I: i

COc1ccc(OC)c(NC(=O)c2cc(S(=O)(=O)N3CCCCC3)c[nH]2)c1
  A: 2	B: -5	C: 6	D: nt	E: -1	F: -2	G: 1	H: -8	I: i

CC(=O)c1c(O)c2ccccc2n(C2CCCCC2)c1=O
  A: -7	B: -4	C: -23	D: 0.1	E: -36	F: 6	G: -6	H: -1	I: i

O=C(CN1CCN(Cc2ccc(F)cc2Cl)C1=O)NCCc1ccccc1
  A: -2	B: -1	C: 0	D: 0.4	E: 5	F: 6	G: 4	H: 3	I: i

CC(C)c1cc(C(=O)N2CCCC(N3CCN(c4ccc(F)cc4)CC3)C2)n(C)n1 (configuration not stated)
  A: -1	B: -1	C: 1	D: 1.0	E: 1	F: -6	G: 15	H: 9	I: i

O=S(=O)(NN=C1CCCCCC1)c1ccccc1
  A: 3	B: 0	C: -4	D: 0.5	E: -1	F: -2	G: -7	H: -7	I: i

Nc1cc(=O)[nH]c2nnc(SCC(=O)Nc3cccc4ccccc34)n12
  A: 0	B: -1	C: -3	D: -0.3	E: 1	F: -3	G: -3	H: -5	I: i

COc1ccc(/C=C/C(=O)NCc2ccc3c(c2)OCO3)cc1OC
  A: 3	B: -6	C: 10	D: 2.0	E: -1	F: 0	G: -12	H: 1	I: +
